EP2 antag = human EP2 receptor antagonists, primary screen, TR-FRET cAMP, C6 glioma cells. C6 glioma cells expressing human EP2; cells stimulated with saturating PGE2. 0.52% of 260,000 active. inhibition, % at 25 µM;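 active = percent inhibition above 40 after rounding to a whole number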;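 note: rat C6 glioma host cells with rolipram phosphodiesterase inhibitor present; the protocol text gives 20 µM as final concentration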
Hck-Nef inh = inhibitors of Nef-activated human Hck kinase, primary screen, biochemical, Z-Lyte FRET, 384-well, Hck-YEEI. Recombinant Hck-YEEI plus Nef, Z-Lyte FRET kinase assay. Tyrosine-protein kinase HCK (Homo sapiens), P08631. AID 463187, 2010. inhibition, % at 20 µM. 0.68% of 220,000 active;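 active = Hck-Nef kinase inhibition above about 50%, limit read from the data; inactive = inhibition below that limit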;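 note: 0% = DMSO with Hck plus Nef and 100% = Hck alone without Nef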
Target sequence (P08631 whole entry, looked up): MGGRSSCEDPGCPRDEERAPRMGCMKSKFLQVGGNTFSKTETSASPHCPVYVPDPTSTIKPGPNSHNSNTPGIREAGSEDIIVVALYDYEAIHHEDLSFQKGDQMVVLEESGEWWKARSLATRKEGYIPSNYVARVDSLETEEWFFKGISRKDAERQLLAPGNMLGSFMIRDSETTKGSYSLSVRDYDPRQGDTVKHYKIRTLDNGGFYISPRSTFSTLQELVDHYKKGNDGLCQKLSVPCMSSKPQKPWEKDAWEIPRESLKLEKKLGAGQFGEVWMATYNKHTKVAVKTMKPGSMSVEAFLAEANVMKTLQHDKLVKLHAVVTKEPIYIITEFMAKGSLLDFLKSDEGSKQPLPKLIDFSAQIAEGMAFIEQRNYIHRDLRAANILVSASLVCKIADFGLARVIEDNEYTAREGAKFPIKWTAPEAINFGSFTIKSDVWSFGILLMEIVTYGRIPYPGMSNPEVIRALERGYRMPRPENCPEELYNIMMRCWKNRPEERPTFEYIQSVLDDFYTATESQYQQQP
14-3-3 Bad inh = inhibitors of 14-3-3 zeta/Bad binding, primary screen, biochemical, TR-FRET, bovine 14-3-3 zeta | 14-3-3 protein zeta/delta (Bos taurus), P63103 | TR-FRET 14-3-3zeta/Dy647-pBad peptide displacement, 1 h | inhibition, % at 21.7 µM | 0.71% of 220,000 active;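 active = inhibition above about 70%, limit read from the data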;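 note: 0% = full 14-3-3 plus peptide FRET controls and 100% = background without 14-3-3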
Tb hexokinase = Trypanosoma brucei hexokinase 1 inhibitors, primary screen, biochemical, G6PDH-coupled NADH absorbance, MLSCN library; hexokinase 1 [Trypanosoma brucei]; 0.11% of 220,000 active; recombinant TbHK1, G6PDH-coupled NADH A340; inhibition, % at 10 µM;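 active = inhibition of 50% or more in the single-dose primary screen; inactive = inhibition below 50%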
Calpain2 inh = inhibitors of pig calpain II, primary screen, biochemical, fluorogenic peptide substrate, 1536-well; 0.37% of 220,000 active; purified calpain II, 30 min; AID 1236, 2008; inhibition, % at 16 µM;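 active = inhibition above about 50%, limit read from the data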
EP2 mod = EP2 receptor modulators, cAMP readout, primary screen, cell-based, HTRF cAMP, PGE2 stimulation. induction, % at 25 µM. Prostaglandin E2 receptor EP2 subtype (Homo sapiens), P43116. 0.83% of 260,000 active. AID 940, 2007. EP2-expressing cells, cAMP HTRF FRET, PGE2 co-stimulation;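 active = compounds whose cAMP rise, as percent of the full-agonist control response, exceeds 60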;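 note: rat C6 glioma line stably carrying human EP2 under a CMV promoter; the protocol text gives 20 µM as final concentration; 100% = response of wells given 1 µM PGE2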
zVAD death inh = inhibitors of zVAD-triggered necroptosis, primary screen, L929 cells; viability rescue, % at 10 µM; L929 zVAD necroptosis rescue, ATP luminescence, 24 h; with zVAD 60 µM; 0.38% of 220,000 active; AID 1377, 2008;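 active = activation, scaled between plate controls, above about 75%, limit read from the data; inactive = activation under that limit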;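 note: 0% = zVAD with DMSO and 100% = DMSO alone without zVAD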
eIF4E 4G PPI = eIF4E–eIF4G protein interaction inhibitors, primary screen, biochemical, uHTS, TR-FRET, eIF4GI fragment. Eukaryotic translation initiation factor 4E (Mus musculus) + Eukaryotic translation …. inhibition, % at 21.7 µM. TR-FRET eIF4E-eIF4GI(517-606) binding, 2 h. 0.37% of 220,000 active;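 active = inhibition above about 30%, limit read from the data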;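 note: 0% = full FRET control wells and 100% = background wells lacking eIF4GI fragment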
Rad51 HR inh = human RAD51 strand exchange inhibitors, primary screen, biochemical, fluorescence. 0.085% of 200,000 active. DNA repair protein RAD51 homolog 1 (Homo sapiens), Q06609. inhibition, % at 10 µM. hRad51 DNA strand exchange, fluorescence dequenching;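 active = inhibition above 40% at the single screening dose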;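 note: 0% = DMSO control wells and 100% = blanks with heterologous ssDNA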
Target sequence (Q06609 whole entry, looked up): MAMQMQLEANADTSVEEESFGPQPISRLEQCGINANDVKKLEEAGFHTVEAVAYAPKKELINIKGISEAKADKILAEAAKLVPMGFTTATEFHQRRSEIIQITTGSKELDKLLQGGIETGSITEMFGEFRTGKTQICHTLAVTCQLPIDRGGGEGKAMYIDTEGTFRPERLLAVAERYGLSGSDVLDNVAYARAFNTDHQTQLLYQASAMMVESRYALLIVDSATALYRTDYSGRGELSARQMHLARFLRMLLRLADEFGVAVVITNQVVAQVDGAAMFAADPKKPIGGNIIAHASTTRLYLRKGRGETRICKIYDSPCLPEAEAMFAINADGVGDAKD
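material = hRad51 filaments on single-stranded DNA | reagent = Donor/quencher-labelled 47-bp dsDNA substrate | compound = 10 µM final, single point | schedule = strand-exchange reaction 15 min at room temperature | measured by = fluorescein emission 520 nm, excitation 485 nm | read-out basis = % inhibition versus plate control and blank means | benchmarks = plate controls and plate blanks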
An asterisk follows results filed as active; . = not tested or not shown; & = joins results of further samples; [ ] = dose if it differs, or a comment. The list is partial; count on the stated rates, not on these rows.

Values run as follows: EP2 antag	Hck-Nef inh	14-3-3 Bad inh	Tb hexokinase	Calpain2 inh	EP2 mod	zVAD death inh	eIF4E 4G PPI	Rad51 HR inh
O=C(Nc1ccc2c(c1)OCO2)N1CCC(CO)(CC2CCCCO2)CC1 (stereo not given)
  5.7	17.2	-5.8	-5.3	-8.4	20.4	-0.4	-0.4	-31.4
CC(C)Oc1cccc(-c2nnc(SCC(=O)Nc3ccc4c(c3)OCCO4)n2N)c1
  5.9	0.3	5.3	2.5	-13.2	4.0	-0.3	0.6	-7.1
CCNC(=O)/C(=C/c1ccc2c(c1)OCO2)NC(=O)c1ccc(Br)cc1
  10.8	1.3	-7.4	-20.0	16.6	26.5	-0.2	6.5	2.2
Oc1ccc(/C=N/NC(=S)NCCN2CCOCC2)c(O)c1
  6.0	2.6	-17.6	-56.9	-48.8	-9.7	2.6	-0.2	4.7
CCCc1cc(C(=O)NCCc2ccccc2)no1
  5.4	1.6	15.8	-7.1	-15.5	-3.5	2.0	-5.1	-1.8
C/C(=N\O)c1ccc(Cl)cc1Cl
  16.1	5.0	-5.8	-2.2	13.6	28.9	1.2	-5.3	5.2
Cc1ccc(Nc2c([N+](=O)[O-])c(=O)oc3ccccc23)cc1C
  7.7	19.6	-7.4	-15.9	-0.5	-22.9	5.0	-0.5	7.6
CCc1c(C(=O)Nc2ncn(Cc3cccc(C)c3)n2)csc1C
  3.8	11.2	1.7	3.6	-7.1	30.8	0.5	4.2	-9.8
Cc1ccn(C(=O)c2cc3ccccc3oc2=O)n1
  .	-19.7	16.9	-6.2	-17.1	11.2	-0.5	4.4	.
CN1CCN(S(=O)(=O)c2ccc(N3CCc4ccccc4C3)nc2)CC1
  2.8	23.7	-3.5	-7.6	-10.3	-8.8	35.4	1.4	-13.4
FC(F)(F)c1cnc2c(-c3ccc(Cl)cc3Cl)noc2c1
  19.2	-2.9	-11.6	2.1	-9.1	16.5	-0.1	4.4	-0.2
CCNS(=O)(=O)c1ccc(NC(=S)NCC2CCCO2)cc1 (stereo not given)
  5.3	9.9	-7.0	-2.2	15.7	14.8	0.9	-1.5	4.5
CCOC(=O)C1=C(CC)OC(N)=C(C#N)C1c1ccc(OC)c(C)c1OC (stereo not given)
  5.3	-2.5	0.5	-16.9	-10.2	32.1	.	2.6[fluorescence artefact?]	.
COc1ccccc1NC(=O)CCSCCC(=O)Nc1ccccc1OC
  1.2	6.9	-1.7	3.6	-66.5	4.8	1.1	15.1	-2.3
CC(=O)N(C(C)=O)c1c(N2CCCC2)c2ccccc2oc1=O
  6.5	8.0	13.0	-7.7	19.2	0.4	-0.5	-2.2	-12.3
CCC(=O)Nc1ccc(Cl)c(NC(=S)NC(=O)c2cc3ccccc3o2)c1
  3.2	0.6	-8.9	-4.3	51.4*	-8.2	1.5	1.4	.
COc1ccc(CCNC(=O)CSc2nc(N)cc(=O)[nH]2)cc1OC
  2.4	1.0	20.3	2.7	-4.7	19.1	5.4	-1.9	0.4
Cc1ccc(SCCNC(=S)Nc2cc(C)cc(C)c2)cc1
  13.3	-0.9	-1.4	13.7	51.8*	-40.9	0.2	1.7	.
O=C(Nc1nnc(CSCc2ccc(F)cc2)s1)c1cccc([N+](=O)[O-])c1
  7.0	0.4	-6.6[fluorescence artefact?]	1.6	18.4	-7.6	1.6	5.1	-3.3
O=C(O)C(=O)Cc1c[nH]c2ccccc12
  18.9	1.2	12.2[fluorescence artefact?]	-5.0	-36.6	-16.1	0.1	2.9	6.9

Laid out differently: entries from further up.
canonical_smiles | EP2 antag | Hck-Nef inh | 14-3-3 Bad inh | Tb hexokinase | Calpain2 inh | EP2 mod | zVAD death inh | eIF4E 4G PPI | Rad51 HR inh
CCNS(=O)(=O)c1ccc(NC(=S)NCC2CCCO2)cc1 (stereo not given) | 5.3 | 9.9 | -7.0 | -2.2 | 15.7 | 14.8 | 0.9 | -1.5 | 4.5
CCOC(=O)C1=C(CC)OC(N)=C(C#N)C1c1ccc(OC)c(C)c1OC (stereo not given) | 5.3 | -2.5 | 0.5 | -16.9 | -10.2 | 32.1 | . | 2.6[fluorescence artefact?] | .
COc1ccccc1NC(=O)CCSCCC(=O)Nc1ccccc1OC | 1.2 | 6.9 | -1.7 | 3.6 | -66.5 | 4.8 | 1.1 | 15.1 | -2.3
CC(=O)N(C(C)=O)c1c(N2CCCC2)c2ccccc2oc1=O | 6.5 | 8.0 | 13.0 | -7.7 | 19.2 | 0.4 | -0.5 | -2.2 | -12.3

Following part.
Values run as follows: EP2 antag	Hck-Nef inh	14-3-3 Bad inh	Tb hexokinase	Calpain2 inh	EP2 mod	zVAD death inh	eIF4E 4G PPI	Rad51 HR inh
[O-]/C(=C(\C(=S)Nc1ccc(SC(F)F)cc1)[n+]1cccc(CO)c1)c1ccc(Cl)s1
  6.0	31.0	-12.7	-5.9	9.2	-67.0	0.6	5.1	-4.0
Oc1ccc(-c2nnc(-c3ccc(O)cc3)nn2)cc1
  11.5	2.3	-2.5	-5.4	5.5	2.1	0.0	-11.0	0.7
C=CCOc1ccccc1CNc1ccc2[nH]c(=O)[nH]c2c1
  6.3	25.0	-8.8	-5.8	-47.5	-18.1	0.4	6.3	1.6
O=C1N=C(N2CCOCC2)S/C1=C/c1ccc(-c2ccccc2Cl)o1
  2.4	4.9	-8.2	-10.5	-169.9	31.1	1.3	-15.4	-23.5
CC(C)(C)c1ccc(OCc2cnc(Cl)s2)cc1
  5.1	2.1	-7.3	-1.4	24.9	52.2	1.4	4.6	8.4
COc1ccc(/C=N/N=C2\SC(CC(=O)O)C(=O)N2c2ccccc2)c(OC)c1 (stereo not given)
  2.8	0.2	18.0[fluorescence artefact?]	-35.6	25.6	-10.6	0.5	6.4	24.9
CC(NC(=O)COC(=O)C1CSC2(C)CCC(=O)N12)C12CC3CC(CC(C3)C1)C2 (stereo not given)
  1.0	27.3	-9.4	-0.6	20.1	-27.8	0.7	0.1	-0.9
C/C(CC(=O)Nc1ccccn1)=N\NC(=O)C(=O)Nc1cccc(C)c1
  3.4	3.8	1.1	5.5	11.1	-24.2	-0.5	11.1	7.4
Cc1cccc(CN2CCN(CCCc3ccccc3)CC2)c1
  11.9	12.0	58.9	-2.7	2.5	5.2	1.4	0.9	3.7
COC(=O)c1cc2occc2n1Cc1nc(-c2ccccc2C)oc1C
  5.0	-1.5	1.7	-5.0	-14.0	40.5	.	4.2	.
C/C(N)=C(/C#N)C(=O)COc1ccc(Cl)cc1Cl
  4.8	13.2	-1.6	-2.3	-6.0	-48.4	1.6	0.0	4.0
Fc1cccc(CSc2ccc(-c3ccc4c(c3)OCO4)nn2)c1
  6.5	-0.5	4.1	-3.5	12.8	30.0	-0.6	-0.4	6.6
COc1ccc(S(=O)(=O)Cc2ccc(C(=O)NCc3cccnc3)o2)cc1
  6.5	2.5	0.9	-2.1	-22.9	-13.7	2.2	0.7[fluorescence artefact?]	0.3
COc1ccc(OC2C(=O)N(c3ccc(F)cc3)C2c2ccc(OC)c(OC)c2)cc1 (stereo not given)
  7.9	-1.7	0.8	-2.3	6.3	41.5	1.4	-7.8	-0.9
CC(C)CC(NC(N)=O)C(=O)NCCc1ccc(Cl)cc1Cl (stereo not given)
  4.3	0.5	-11.6	1.8	-14.7	3.0	-0.4	1.3	-27.1
Nc1nc2n(n1)C(c1ccc(Cl)cc1)CC(c1ccc(F)cc1)N2 (stereo not given)
  8.5	0.6	-9.5	-4.2	3.4	-7.8	0.8	3.7	4.1
CN(CC(=O)NC1CCCc2ccccc21)C1CCCCC1 (stereo not given)
  6.3	24.8	-9.3	-5.0	-2.0	1.2	3.0	0.4	-0.4
Cc1cc(NC(=O)CSc2nc(C(C)C)nc3c2c(=O)n(C)c(=O)n3C)no1
  9.3	0.7	6.5	-0.1	-4.3	18.5	-1.0	0.3	0.3
Cc1ccccc1C(=O)Nc1ccc(S(=O)(=O)N2CCN(C)CC2)cc1
  2.0	8.0	-10.6[fluorescence artefact?]	6.2	7.6	6.2	-0.1	-16.4[fluorescence artefact?]	7.3
O=C(NC1(C(F)(F)F)C(=O)Nc2c1c(=O)[nH]c(=O)n2Cc1ccccc1)c1ccco1 (stereo not given)
  1.9	0.9	47.1	-5.5	-24.7	11.0	0.9	-10.8	8.7
O=C(O)/C(=C\c1ccccc1)c1ccccc1
  2.4&9.7	-3.8	3.7	-5.8	2.8	10.7&14.8	0.4	0.2	-2.3
CCOC(=O)C1=C(C)NC(=O)CC1c1cc2c(cc1Br)OCO2 (stereo not given)
  9.7	-1.9	10.9	1.4	-3.5	2.4	0.0	7.4	4.8
Cc1ccc2cc(C(c3nnnn3C3CCCC3)N(Cc3cccnc3)Cc3ccco3)c(=O)[nH]c2c1 (stereo not given)
  10.9&12.8	-1.8	-1.0	-6.9	-8.9	-5.0&-0.2	-0.6	4.0	3.7
CCCC(C)C(=O)Nc1ccc(Cl)cc1Cl (stereo not given)
  9.5	-2.0	-7.8[fluorescence artefact?]	3.6	-12.3	-17.2	-0.5	7.1	11.9
Cn1c(SCC(=O)c2ccc(F)cc2)nc2cccnc21
  9.9	0.5	12.2	5.2	25.3	-19.0	0.0	3.8	5.0
COC(=O)C1CSC(C(=O)OC)N1C(=O)CN1CCN(c2ccc(OC)cc2)CC1 (stereo not given)
  10.3	-3.5	-4.5	-0.2	0.8	15.8	0.5	1.3	7.7
CCn1c(/C=N/n2cnnc2)nc2ccccc21
  6.0	0.0	0.0	-60.5	-276.1	12.6	1.1	-0.3	-4.7
CCOC(=O)c1ccc(NC(=O)CCc2ccc(C)o2)cc1
  -2.6	1.0	-7.3	1.3	1.3	22.0	0.1	7.6	-2.2
COc1ccc(Cl)cc1C(=O)Nc1ccc(S(=O)(=O)N2CCCC2)cc1
  .	-1.0	10.7	-6.9	-18.1	17.9	-0.1	4.8	.
O=C1CSC(c2cccnc2)N1Cc1ccc(Cl)cc1Cl (stereo not given)
  15.2	13.6	-4.2	-8.9	-11.7	-20.6	-0.3	-4.0	-5.2
CCOC(=O)c1c(C)c(C)n(Cc2cccc(OC)c2OC)c1C
  2.5	-4.6	2.0	-1.7	16.9	51.9	.	4.6	.
O=C(CSc1ncccn1)c1ccccc1Br
  9.5	1.2	-2.0	-2.6	15.2	4.1	-0.2	0.1	-8.7
Clc1cccc(-c2cc3nc4c(c(NCc5ccco5)n3n2)CCCC4)c1
  4.2	0.6	5.8	-4.9	-21.1	9.1	0.5	7.5	-1.9
COc1ccccc1NC(=S)NNC(=S)Nc1ccc(OC(F)F)cc1
  17.9	0.0	-7.0	-3.4	-44.3	-11.1	16.7	-0.2	5.7
COc1ccc(-n2ncc3c(N4CCN(c5cc(C)ccc5C)CC4)ncnc32)cc1
  5.2	1.4	3.8	-4.4	-21.9	14.8	0.5	-1.8	3.2

Screening data from PubChem.
